Compound activity deposited in PubChem BioAssay by The Scripps Research Institute Molecular Screening Center.
TEAD-YAP block = TEAD-YAP interaction inhibition; inhibition, % at 9.12 µM; 640,000 compounds, 1.4% hits; HEK-TIYL cells, TEAD-Gal4/YAP UAS-luciferase luminescence; AID 1259422; in the data active = inhibition above about 32%;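 note: 0% = median of test compound wells and 100% = reference inhibitor wells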
MITF inh = blocks human microphthalmia-associated transcription factor; 650,000 compounds, 0.91% hits; inhibition, % at 2.6 µM; AlphaScreen MITF homodimerization, bead proximity signal; O75030; in the data active = inhibition above about 50%;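 note: 0% = vehicle wells with protein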
Target sequence (O75030 whole entry, looked up): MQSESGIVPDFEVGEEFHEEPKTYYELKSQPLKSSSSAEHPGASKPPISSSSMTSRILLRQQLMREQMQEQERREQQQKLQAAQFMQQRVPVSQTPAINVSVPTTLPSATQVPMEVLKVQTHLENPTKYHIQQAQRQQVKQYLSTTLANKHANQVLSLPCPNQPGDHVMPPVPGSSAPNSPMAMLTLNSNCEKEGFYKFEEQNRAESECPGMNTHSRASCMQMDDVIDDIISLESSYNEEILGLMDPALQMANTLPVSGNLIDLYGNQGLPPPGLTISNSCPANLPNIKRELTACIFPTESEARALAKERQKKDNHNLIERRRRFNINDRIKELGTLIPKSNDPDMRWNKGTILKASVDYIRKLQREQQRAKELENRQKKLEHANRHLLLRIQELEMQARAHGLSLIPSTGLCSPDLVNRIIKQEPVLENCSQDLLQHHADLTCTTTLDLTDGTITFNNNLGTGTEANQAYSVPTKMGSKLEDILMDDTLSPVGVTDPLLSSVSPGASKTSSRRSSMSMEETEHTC
FBW7 act = human FBW7 E3 ligase activation, primary screen. Q969H0. AlphaScreen FBW7–phospho-cyclin E peptide binding, activator screen. normalized activity (activation), % at 26.1 µM. 650,000 compounds, 0.13% hits. AID 1259310; in the data active = normalized activity above about 1.9%;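 note: purified mutant Fbw7 with reduced substrate affinity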
GPR151 ag = activators of human GPR151. Q8TDV0. PathHunter beta-arrestin GPR151 cells, luminescence. activation, % at 11.2 µM. 650,000 compounds, 1% hits. AID 1508602; in the data active = activation above about 4.9%;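 note: 0% = median of compound wells and 100% = cells with positive control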
Target sequence (Q8TDV0 whole entry, looked up): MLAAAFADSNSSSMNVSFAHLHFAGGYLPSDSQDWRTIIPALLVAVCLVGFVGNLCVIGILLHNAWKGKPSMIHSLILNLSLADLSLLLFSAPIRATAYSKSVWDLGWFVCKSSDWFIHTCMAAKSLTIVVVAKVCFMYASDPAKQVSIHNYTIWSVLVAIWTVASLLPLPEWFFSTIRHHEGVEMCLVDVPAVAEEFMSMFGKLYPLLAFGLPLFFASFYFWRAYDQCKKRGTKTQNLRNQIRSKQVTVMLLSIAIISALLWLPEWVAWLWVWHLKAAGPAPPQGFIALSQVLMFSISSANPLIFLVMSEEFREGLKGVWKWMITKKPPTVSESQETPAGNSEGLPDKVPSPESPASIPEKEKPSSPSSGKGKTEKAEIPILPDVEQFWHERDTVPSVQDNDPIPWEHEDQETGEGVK
Active calls of the source: *; / = not tested or not shown.

A first look (6 entries):
SMILES	TEAD-YAP block	MITF inh	FBW7 act	GPR151 ag
FC(F)(F)c1ccccc1Nc1nccs1	2.5	-7.9	-0.2	-0.2
CC1CC(C)CN(C(=O)Cn2c(=O)oc3ccccc32)C1 (centres undefined)	-0.9	-7.0	0.0	0.0
COc1ccc(C2C3CCCC=C3C(C#N)=C(N)C2(C#N)C#N)cc1OC (centres undefined)	-2.1	-8.2	0.1	1.7
Cc1ccc(CN2C(=O)C(C)(C)Oc3ccc(C(=O)NC(C)C)cc32)cc1	-25.5	3.8	0.1	-0.4
Cc1cc(NC(=O)c2ccc(C(=O)Nc3cc(C)on3)s2)no1	-2.2	9.9	0.0	0.2
CCCc1nnc(SCCSc2nnc(CCC)n2N)n1N	-4.4	14.7	0.2	-0.9

The list itself (from the top)
SMILES	TEAD-YAP block	MITF inh	FBW7 act	GPR151 ag
FC(F)(F)c1ccccc1Nc1nccs1	2.5	-7.9	-0.2	-0.2
CC1CC(C)CN(C(=O)Cn2c(=O)oc3ccccc32)C1 (centres undefined)	-0.9	-7.0	0.0	0.0
COc1ccc(C2C3CCCC=C3C(C#N)=C(N)C2(C#N)C#N)cc1OC (centres undefined)	-2.1	-8.2	0.1	1.7
Cc1ccc(CN2C(=O)C(C)(C)Oc3ccc(C(=O)NC(C)C)cc32)cc1	-25.5	3.8	0.1	-0.4
Cc1cc(NC(=O)c2ccc(C(=O)Nc3cc(C)on3)s2)no1	-2.2	9.9	0.0	0.2
CCCc1nnc(SCCSc2nnc(CCC)n2N)n1N	-4.4	14.7	0.2	-0.9
O=C(C1CCN(Cc2c(F)cccc2Cl)CC1)N1CCCC1	8.2	30.7	-0.3	1.7
COc1ccccc1C(=O)N1CCN2C(=O)[C@@H](C)NC(=O)[C@H]2C1	4.0	-5.5	-0.2	1.4
Cc1ccc2oc(C(=O)N3CCC4(CC3)NC(=O)c3cc(Cl)ccc3N4)cc(=O)c2c1	1.7	-0.2	0.1	-0.1
CCOC(=O)C(CCCCOc1ccc(OC)cc1)C(=O)OCC	-6.5	-2.0	0.6	-0.6
Cc1ccc(NC2OC(C)C(O)C(O)C2O)cc1 (centres undefined)	0.3	12.7	0.3	-0.3
Nc1nc(NCc2ccccc2)cc(-c2ccc3[nH]ccc3c2)n1	34.2*	0.2	-0.1	-0.6
O=C(CNc1ccc(F)cc1)N/N=C/c1cccnc1	14.3	18.5	0.6	-0.5
COc1ccc(C(=O)N=c2sc3cccc(OC)c3n2C)c(OC)c1	-22.6	-0.8	0.0	0.8
Cc1ccc(N)cc1NC(=O)c1ccc(Cl)cc1	-3.5	-11.2	0.0	-0.2
COc1ccc(F)cc1S(=O)(=O)N1CCN(c2ccc(-c3cccs3)nn2)CC1	4.5	7.5	0.3	0.7
O=C(/N=C1/N=C2C=CC(Cl)=CN2Cc2ccccc21)Nc1ccccc1	-3.4	1.6	-0.1	0.5
O=C(NC1CCCCNC1=O)c1cnc2sccn2c1=O (centres undefined)	-12.0	2.0	-0.3	-0.7
COc1cc(C2C3=C(CC(C)(C)CC3=O)NC3=C2C(=O)CC(C)(C)C3)cc(I)c1O	4.8	16.6	0.0	1.4
COc1ccc([C@@H]2C[C@H](C(=O)NCCN3CCOCC3)N(C)S(=O)(=O)N2)cc1OC	3.0	12.6	0.1	0.9
Cc1ccc(/C=C(\NC(=O)c2ccc(Cl)cc2)C(=O)N2CC3CC(C2)c2cccc(=O)n2C3)o1 (centres undefined)	-9.1	-13.3	0.0	-0.6
CCOc1ccc(S(=O)(=O)NCc2csc(C)n2)cc1	0.9	16.8	0.2	0.2
O=C(O)CCCNC(=O)COc1ccccc1OCC(=O)NCCCC(=O)O	-15.2	-0.5	-0.1	1.1
O=C(/C=C/c1ccc(F)cc1)N1CCN(C/C=C/c2ccccc2)CC1	-0.8	-11.9	-0.3	2.1
CCC(c1ccc(F)cc1)n1cc(C(=O)NCCCN2CCC(C)CC2)nn1 (centres undefined)	8.7	5.2	0.5	2.1
SMILES	TEAD-YAP block	MITF inh	FBW7 act	GPR151 ag
CCOC(=O)c1c(C)n(C)c2c1cc(OC(=O)c1cccc(Cl)c1)c1ccccc12	-2.6	20.9	0.0	-0.2
CC(=O)c1cccc(NC(=O)Nc2ccc(Cl)cc2F)c1	-19.9	21.0	0.5	2.7
COc1ccc(/C=C2/N=C(c3ccc(F)cc3)OC2=O)cc1	1.8	1.2	-0.1	1.4
CC(C)(C)C(=O)CSc1nc2ccccc2c(=O)n1CCn1c(SCC(=O)C(C)(C)C)nc2ccccc2c1=O	-11.3	1.0	-0.2	-0.7
CN(Cc1ccccc1)c1ncnc2nc[nH]c12	1.1	11.8	0.1	-1.3
COc1ccc(C(=O)Nc2ccc3nn(-c4ccc(F)cc4)nc3c2)cc1[N+](=O)[O-]	4.9	-6.7	-0.1	-0.2
c1ccc(-n2nnnc2N2CCN(Cc3ccc4c(c3)OCO4)CC2)cc1	-0.6	9.8	0.2	2.2
c1cnc2ccc(Nc3cc(Nc4ccc(N5CCOCC5)cc4)ncn3)cc2c1	5.8	22.2	0.0	1.6
O=C1C2C3C=CC(CC3)C2C(=O)N1c1cccc(Br)c1 (centres undefined)	2.0	-4.6	0.0	-0.1
COCCCNC(=O)c1ccc2nc(-c3cccs3)c(-c3cccs3)nc2c1	0.9	8.2	0.3	0.4
Cc1nc2ccccn2c1C(=S)NC(=O)C1CC1	1.7	-3.3	-0.1	-1.5
CCCS(=O)(=O)N1CC(=O)N(c2ccc(C)cc2)C(C)(C(=O)NC2CCCCC2)C1 (centres undefined)	6.1	10.7	0.0	-1.3
Cc1cccc(N2NC(=O)/C(=C/c3ccc(-c4ccccc4[N+](=O)[O-])o3)C2=O)c1	3.4	16.3	-0.1	0.4
CCC(C(=O)NCc1ccc2c(c1)OCO2)N1C(=O)COc2ccc(C(C)(C)C)cc21 (centres undefined)	10.3	7.2	0.0	-0.9
COc1ccc(CN2CCNC(=O)C2CC(=O)NCCc2nc(C)c(C)s2)c(OC)c1 (centres undefined)	3.3	8.3	0.8	-0.6
Cn1cc(S(=O)(=O)N(Cc2ccccc2)Cc2ccccc2)c(=O)n(C)c1=O	6.8	1.0	0.0	1.2
O=C(COc1ccc2c3c(c(=O)oc2c1)CCC3)Nc1ccccc1N1CCOCC1	-2.3	-0.6	0.0	-1.7
COc1cc2c(cc1NC(=S)Nc1ccc(S(N)(=O)=O)cc1)oc1ccccc12	1.9	12.4	0.7	-0.4
c1ccc(CNc2ncnc3nc(Nc4ccncn4)[nH]c23)cc1	-14.6	-1.6	-0.1	-0.4
COC(=O)c1ccc(CNC(=O)Nc2ccc(-c3cn[nH]c3)cc2)cc1	-1.8	12.9	0.0	2.6
CC(NC(=O)CSc1nc2ccc(NC(=O)c3ccccc3Br)cc2s1)c1ccccc1 (centres undefined)	-8.9	2.5	0.1	1.9
CCCN1CC(CSC)CC2c3cccc4[nH]cc(c34)CC21 (centres undefined)	1.7	15.9	0.1	-0.2
Cc1ccnc(SCCn2c(N3CC(C)OC(C)C3)nc3c2c(=O)n(C)c(=O)n3C)n1 (centres undefined)	-1.1	-8.6	-0.1	0.3
O=C(COC(=O)c1cncc(Br)c1)NC12CC3CC(CC(C3)C1)C2	7.5	-0.3	0.1	-0.5
O=C(Nc1nn2c(-c3cccs3)nnc2s1)c1cccc(F)c1	-3.6	9.6	0.2	1.0
SMILES	TEAD-YAP block	MITF inh	FBW7 act	GPR151 ag
N#CC1=C(N)N(c2ccccc2C(F)(F)F)C2=C(C(=O)CCC2)C1c1ccc(Br)cc1 (centres undefined)	12.7	5.5	-0.2	0.9
COC(=O)c1ccc(CSc2nnc(NCc3ccccc3)s2)o1	-5.2	-4.6	0.0	1.2
O=c1oc(Nc2cccc(C(F)(F)F)c2)nc2ccccc12	-57.4	9.9	0.0	-11.5
Cc1cc(C)c(OCC(=O)Nc2cccc(Br)c2)c(C)c1	2.8	7.4	0.3	0.4
Cc1ccc(S(=O)(=O)NC(=O)c2ccccc2)c(C)c1	2.1	-18.5	-0.1	-0.3
CSc1ccccc1NC(=O)c1ccccc1SC	2.2	3.4	-0.1	1.0
Cc1ccc(NC(=O)CC(NCC2CCCO2)C(=O)O)cc1Cl (centres undefined)	-7.1	12.5	-0.1	0.6
CC(CCc1ccco1)NC(=O)c1cccc2c1C(=O)N(C1CCCCC1)C2 (centres undefined)	5.1	3.9	-0.3	0.2
Cc1ccc(N2C(=O)N(c3ccc([N+](=O)[O-])cc3)C3CS(=O)(=O)CC32)cc1 (centres undefined)	-8.3	6.2	0.1	0.7
O=C1CCCC(C(=O)NC2CCCCCC2)(c2ccc(F)cc2)N1Cc1ccccc1Cl (centres undefined)	2.3	17.7	0.2	-0.5
Cn1c(=O)n(CC(=O)Nc2nn(-c3ccccc3)nc2C(N)=O)c2ccccc21	9.4	-1.5	0.0	1.6
COc1ccc(CCNc2nc(-c3cccc(C(C)=O)c3)nc3c2ncn3C2CCCCC2)cc1	8.8	6.3	0.0	3.1
Cc1cc(C)c(S(=O)(=O)N2CCN(c3ccc(F)cc3)CC2)c(C)c1	2.1	10.5	-0.4	1.2
Cc1ccc(S(N)(=O)=O)cc1NC(=O)c1ccccc1Cl	-12.5	-4.5	-0.2	1.3
COc1ccc(-c2noc(N(C)c3ccc(OC)cc3OC)n2)cc1	-1.9	4.1	0.1	1.9
CC(C)C(=O)NCC(c1ccco1)S(=O)(=O)c1ccc(F)cc1 (centres undefined)	0.0	4.2	0.0	-0.1
CC(C)C(=O)NCCc1nnc2n1CCN(Cc1cccc(Oc3ccccc3)c1)CC2	0.9	4.0	0.1	0.6
CCOC(CNC(=O)CN1C(=O)CCSc2ccccc21)OCC	-4.0	-6.3	0.1	1.7
O=C(CSCc1ccccc1)Nc1c2c(nn1-c1ccccc1)CSC2	6.5	29.1	-0.2	0.2
CN(C(=O)COC(=O)c1cc(=O)c2ccccc2o1)C1CCS(=O)(=O)C1 (centres undefined)	10.4	7.2	-0.1	2.2
CCC(C)n1c(N2CCN(C)CC2)nc2c1c(=O)[nH]c(=O)n2C (centres undefined)	-8.5	-16.4	0.0	-0.6
O=C1OC(c2cccc(Br)c2)=N/C1=C\c1ccccc1I	-6.6	9.3	-0.1	-1.1
O=C(CCc1nnc(-c2ccsc2)o1)N1CCCN(c2ccccc2)CC1	-7.0	0.5	-0.1	-0.3
O=C(COc1ccc(Cl)cc1Br)NCc1ccco1	-52.3	2.6	0.0	-1.1
Cc1ccc(NC(=O)C2CCN(S(=O)(=O)c3cccc4cccnc34)CC2)cc1Cl	-10.4	-8.2	-0.2	0.4
SMILES	TEAD-YAP block	MITF inh	FBW7 act	GPR151 ag
C=CCN1C(=O)/C(=c2\sc3n(c2=O)C(c2ccc(OC)c(OC)c2)C(C(=O)OCC)=C(C)N=3)c2ccccc21 (centres undefined)	5.2	13.2	0.6	0.0
Cc1nc2c(C(=O)N3CCCC3)cnn2c(C)c1Cc1ccc(Cl)cc1	-6.2	8.2	-0.2	-0.2
COc1ccccc1N1CCN(C2CCCN(Cc3c(C)nn(C)c3Cl)C2)CC1 (centres undefined)	11.4	7.6	0.1	0.4
Cc1c(C(=O)N2CCN(c3cccc(Cl)c3)CC2)sc2ncn(CC(=O)N3CCOCC3)c(=O)c12	-0.8	4.2	-0.2	-1.6
Nc1ccc(NC(=O)c2ccc(N)cc2)cc1	7.0	5.7	0.1	-0.5
C=CCN1c2ccccc2[C@]23C[C@@H](C(=O)OC)N(C(=O)NC4CCCCC4)C2=NC(C(=O)OC)=C(C(=O)OC)[C@H]13	/	-6.1	-0.1	-1.9
COC(=O)c1ccc(Nc2nc(-c3ccccc3)nc3ccccc23)cc1	-7.7	-8.0	-0.1	1.1
CC1=C(C(=O)OC(C)C)C(c2ccccn2)C2=C(CC(C)(C)CC2=O)N1 (centres undefined)	1.3	-4.7	0.0	-0.3
O=C(Nc1nc(C(=O)N2CCN(c3ccccc3F)CC2)co1)c1ccccc1	5.4	18.8	-0.1	-2.1
Cc1ccc(C(=O)O)c(C(=O)Nc2nc3c(C)cccc3s2)c1	-3.3	15.4	0.4	1.6
CCOC(=O)CC(=O)CSc1nc2sc(C(=O)OCC)c(C)c2c(=O)n1Cc1ccccc1Cl	-2.9	-0.5	-0.2	2.4
COc1ccc(CN2CCN(Cc3ccc(Cl)cc3)CC2)c2ccccc12	1.5	82.5*	-0.2	0.2
Cc1cccc(N2CCN(C(=O)CN3C(=O)CC(C)(C)Sc4ccccc43)CC2C)c1 (centres undefined)	7.1	3.4	-0.2	-1.1
CCOC(=O)C1=C(C)N=c2s/c(=C\c3cccc(Br)c3)c(=O)n2C1c1ccc2c(c1)OCO2 (centres undefined)	-3.0	1.6	-0.1	-0.3
O=C(c1ccc2ccccc2c1)C1CCCN(C(=O)c2cn3ccccc3n2)C1 (centres undefined)	-1.4	-11.0	-0.1	-0.6
N#CCCn1cc(C=C(C#N)C#N)c(-c2ccc(Cl)cc2)n1	-1.0	-6.5	-0.1	0.6

Whole records as entered above. Order of screens: TEAD-YAP block, MITF inh, FBW7 act, GPR151 ag
Shown for Cc1c(C(=O)N2CCN(c3cccc(Cl)c3)CC2)sc2ncn(CC(=O)N3CCOCC3)c(=O)c12 → -0.8, 4.2, -0.2, -1.6
Shown for Cc1nc2c(C(=O)N3CCCC3)cnn2c(C)c1Cc1ccc(Cl)cc1 → -6.2, 8.2, -0.2, -0.2
Shown for O=C(Nc1nc(C(=O)N2CCN(c3ccccc3F)CC2)co1)c1ccccc1 → 5.4, 18.8, -0.1, -2.1
